# Compound activity as filed in PubChem.
# CRE-bla Fsk: alters forskolin-stimulated CRE reporter signaling in CHO cells | actives 2.5% (n = 71,000) | CHO CRE-bla reporter (cAMP response element driving beta-lactamase), forskolin EC10, beta-lactamase ratio | Potency, µM (titrated, usually from 38.2 µM), without a hit: at the top dose activity change, negative = inhibition, most hits filed as activators | AID 662; active means well fitted activation curve with a large enough effect in the signal ratio, with a control signal flat, not every such curve was filed as active; inconclusive means small, poorly fitted or top-dose-only effect, or effect the other way, or a change in a side signal; the % refers to the signal ratio; further: potency means the concentration at half of the fitted maximal effect; % of control where 0% means no effect
#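 Modulation of forskolin signalling: compounds in titration series added with EC10 NKH 477 to CHO cells carrying a CRE-driven beta-lactamase reporter, 3 h, 37C. CCF4 FRET ratio (460/530 nm, ex 405 nm) gives %activity and AC50.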
# Hsp90 Hop PPI: changes Hsp90-Hop TPR2A binding signal, up or down. AlphaScreen TPR2A-His6 binding biotin-Hsp90 C-terminal peptide. Potency, µM (highest dose often 57 µM), without a hit: top-dose activity change, negative = inhibition. actives 0.44% (n = 71,000); active means well fitted curve in either direction with a large enough effect; inconclusive means small, poorly fitted or top-dose-only effect, or another doubt; further: potency means the concentration at half of the fitted maximal effect; on the % scale 0 is the no-effect control and ±100 the full control effect; many of its hits are not listed in these tables
# Epigenetic mod: epigenetic modulators derepressing GFP locus in mouse cells; Potency, µM (titrated, usually from 46.1 µM), for the others: top-dose GFP derepression (activation); AID 597; actives 0.09% (n = 68,000); mouse C127i GFP locus derepression, cytometry, 30 h; further: % of control where 0% means no effect
#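 Read-out is the number of GFP-positive cells, scored as fluorescent objects 20 to 120 um wide, reflecting derepression of a silenced CMV-GFP reporter in murine C127i cells after 30 h compound exposure at 37 C.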
# Fluorescein autfl: fluorescein region autofluorescence | Compound autofluorescence, 480/540 nm, fluorescein-equivalent; active compounds read high | max fluorescein-equivalent concentration, M | actives 0.91% (n = 59,000); in the data active means max fluorescein-equivalent concentration above about 10 nM; inconclusive means between about 1.1 nM and that limit
#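 Library compounds, added at multiple concentrations to pH 8.0 Tris buffer (100 mM), incubate 15 min at room temperature before CCD imaging at 480 nm excitation and 540 nm emission.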
# ERK AVP block: vasopressin-driven ERK pathway inhibition; HEK293-V1b, vasopressin-stimulated pERK AlphaScreen; actives 0.99% (n = 72,000); Potency, µM (top dose mostly 57.5 µM), inactives show top-dose activity, negative = inhibition, actives largely listed as inhibitors; further: potency means the concentration at half of the fitted maximal effect; on the % scale 0 is the no-effect control and ±100 the full control effect; nearly all actives have a fitted effect of over 55% in size
#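 Phosphorylated ERK1/2 detected via AlphaScreen bead proximity in lysates of V1b-expressing HEK293 cells given 25 nM vasopressin for 5 min after 30 min compound exposure (37 °C). AC50 from Hill equation; basal DMSO 0%, vasopressin 100%.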
# FLuc inh: blocks Photinus pyralis firefly luciferase activity | P08659 | purified firefly luciferase, luminescence, 8 min | Potency, µM (series often up to 57.1 µM), for inactives: at the top dose activity change, negative = inhibition, actives largely listed as inhibitors | actives 2.2% (n = 72,000) | AID 411; further: potency means the concentration at half of the fitted maximal effect; on the % scale 0 is the no-effect control and ±100 the full control effect; nearly all actives have a fitted effect of over 40% in size
# Target sequence (P08659 whole entry, looked up): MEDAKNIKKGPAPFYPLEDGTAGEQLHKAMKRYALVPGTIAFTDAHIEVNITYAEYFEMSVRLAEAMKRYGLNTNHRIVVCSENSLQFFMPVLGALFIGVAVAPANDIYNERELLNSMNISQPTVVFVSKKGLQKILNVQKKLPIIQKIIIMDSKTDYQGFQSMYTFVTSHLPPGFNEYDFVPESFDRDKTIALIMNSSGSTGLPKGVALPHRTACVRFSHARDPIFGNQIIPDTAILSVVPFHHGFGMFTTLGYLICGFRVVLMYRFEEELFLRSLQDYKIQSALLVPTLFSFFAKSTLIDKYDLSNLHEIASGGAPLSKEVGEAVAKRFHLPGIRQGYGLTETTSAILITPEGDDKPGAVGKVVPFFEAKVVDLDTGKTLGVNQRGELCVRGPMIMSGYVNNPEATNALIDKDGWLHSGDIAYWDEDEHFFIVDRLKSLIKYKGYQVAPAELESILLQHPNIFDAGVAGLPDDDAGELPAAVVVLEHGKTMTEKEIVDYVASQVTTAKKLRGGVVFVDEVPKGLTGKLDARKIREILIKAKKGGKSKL
#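 Compounds were tested as concentration series (qHTS) against purified P. pyralis luciferase with luciferin and 10 uM ATP in 50 mM imidazole pH 7.2, 50 mM KCl, 7 mM MgCl2, 0.01% Tween 20, 0.05% BSA. Luminescence was read after 8 min at ambient temperature.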
# UbGFP stabilizer: proteasome inhibitors stabilizing ubiquitin-GFP reporter; Ubiquitin-GFP reporter cells, proteasome inhibition, GFP fluorescence; response scale: untreated = 0%, 10 µM MG-132 = 100%; Potency, µM (doses to about 45.9 µM), inactives show top-dose activation (GFP accumulation), usual class: activators; 67,000 tested, under 10 active; AID 526; active means well fitted activation curve with a large enough effect, not every such curve was filed as active; inconclusive means small, poorly fitted or top-dose-only effect, or another doubt; inactive means no such curve, though single readings can be large or run the other way; further: potency means the concentration at half of the fitted maximal effect
#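 Proteasome blockade was scored as a rise in GFP-expressing U2OS cells carrying a ubiquitin(G76V)-GFP construct, imaged after 4 hr compound treatment at 37 °C across a 46 uM–2.9 nM series.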
# A350 fluor: A350 region autofluorescence | max dye-equivalent concentration, M | Compound autofluorescence, 340/450 nm, Alexa 350 dye-equivalents; active compounds read high | actives 11% (n = 59,000); in the data active means max dye-equivalent concentration above about 10 nM; inconclusive means mostly about 1.1 nM to 9.6 nM
# 4-MU autofl: 4-MU region autofluorescence | max dye-equivalent concentration, M | compound autofluorescence, 340/450 nm, 4-MU equivalents; active compounds read high | actives 11% (n = 59,000) | AID 589; in the data active means max dye-equivalent concentration above about 10 nM; inconclusive means mostly about 1.1 nM to 9.6 nM
#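 Intrinsic fluorescence at 340/450 nm (ex/em) was read after 15 min at room temperature in pH 8.0, 100 mM Tris. Each compound concentration expressed as 4-MU-equivalent concentration from a six-point 4-MU standard series on each plate.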
# HBB splicing: hemoglobin beta splicing modulation; Potency, µM (series often up to 46.1 µM), for the others: top-dose activation, hits mostly activators; HBB splicing reporter cell assay, activation; EGFP reporter with mutant IVS2-654 intron; response scale: normalised to 500 nM splice-correcting PNA; actives 0.06% (n = 65,000); further: potency means the concentration at half of the fitted maximal effect; 0% is about no effect
#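 Compounds were applied for 2 days to HeLa EGFP-654 cells, 500/well in Optimem with 2% FCS. The reporter's EGFP is disrupted by mis-splicing of beta-globin intron IVS2-654. Readout: summed well GFP fluorescence from 488 nm laser scanning; reference was 500 nM antisense […] 654 PNA.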
# Texas Red fluor: Texas Red region autofluorescence. Compound fluorescence, Texas Red channel, 547/618 nm; active compounds read high. max dye-equivalent concentration, M. actives 0.06% (n = 59,000). AID 587; in the data active means max dye-equivalent concentration above about 10 nM; inconclusive means between about 1.1 nM and that limit
#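 Fluorescence at ex 547/em 618 nm, normalized against an on-plate Texas Red standard series to give dye-equivalent concentration per compound concentration. Buffer 100 mM Tris, pH 8.0; 15 min RT incubation before CCD imaging.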
# An asterisk follows results filed as active; i = inactive; ? = inconclusive; . = no result given; [ ] = dose if it differs, or a comment. Unless noted, the call rests on the fitted dose curve; in most records, active means well fitted curve in the direction sought with a large enough effect; inconclusive means small, poorly fitted or top-dose-only effect, or another doubt; inactive means no such curve, though single readings can be large; an effect the other way counts as inactive or inconclusive. This is a subset, so the mix of outcomes need not match the whole.
entry	Structure	Fluorescein autfl	HBB splicing	ERK AVP block	Texas Red fluor	Hsp90 Hop PPI	4-MU autofl	CRE-bla Fsk	Epigenetic mod	A350 fluor	UbGFP stabilizer	FLuc inh
1	COc1ccc(CCn2c(SCC(=O)Nc3cc(C)on3)nc3ccsc3c2=O)cc1OC	?	1.1%[0.369 µM]	-24%	i	-4%	i	?	0%	i	.	-6%
2	Cc1cccc(COc2ccc(/C(O)=C3\C(=O)C(=O)N(CCN(C)C)C3c3ccncc3)cc2)c1 (stereo unspecified)	?	.	.	i	.	i	.	8%[20.6 µM]	i	.	-4%[25.5 µM]
3	O=C(NCc1ccco1)C(c1ccncc1)N(CCC1=CCCCC1)C(=O)Cn1nnc2ccccc21 (stereo unspecified)	?	-1.3%	-9%	i	-6%	i	-24%	1%	i	2%	0%
4	COC(=O)CN(c1nc(C)c(Cl)c(OC)n1)S(=O)(=O)c1ccc(C)cc1	?	.	.	i	.	?	.	0%[20.6 µM]	?	.	0%[25.5 µM]
5	CCOC(=O)C1=C(c2ccccc2)N=C2SCC(=O)N2C1c1ccc2c(c1)OCO2 (stereo unspecified)	.	2.0%	-13%	.	-6%	.	3%	0%	.	-8%	-3%
6	CCOC(=O)c1[nH]c(C)c(C(=O)NCCc2ccc(OC)cc2)c1C	?	-2.5%	-3%	i	-6%	i	?	0%	i	17%	-1%
7	CCOC(=O)c1ccccc1NC(=O)c1ccccc1N(C)S(C)(=O)=O	i	0.0%	-8%	i	-3%	i	12%	2%	i	6%	-1%
8	CCOC(=O)c1cc(-c2nnc(-c3ccc(Oc4ccccc4)cc3)o2)c(C)nc1C	.	-0.1%	-1%	.	6%	.	?	0%	.	12%	0%
9	O=C(CN1CCOc2ccccc21)NCc1ccc(F)cc1	.	0.7%	-19%	.	-6%	.	-6%	-3%	.	15%	-2%
10	COc1ccccc1NS(=O)(=O)c1ccc(NC(=O)CCNC(=O)c2ccco2)cc1	i	-0.3%[57.5 µM]	8%	i	-3%	i	-5%	4%	i	2%	4%

# Overlap with the part before: 5 compounds, followed by the next part.
entry	Structure	Fluorescein autfl	HBB splicing	ERK AVP block	Texas Red fluor	Hsp90 Hop PPI	4-MU autofl	CRE-bla Fsk	Epigenetic mod	A350 fluor	UbGFP stabilizer	FLuc inh
6	CCOC(=O)c1[nH]c(C)c(C(=O)NCCc2ccc(OC)cc2)c1C	?	-2.5%	-3%	i	-6%	i	?	0%	i	17%	-1%
7	CCOC(=O)c1ccccc1NC(=O)c1ccccc1N(C)S(C)(=O)=O	i	0.0%	-8%	i	-3%	i	12%	2%	i	6%	-1%
8	CCOC(=O)c1cc(-c2nnc(-c3ccc(Oc4ccccc4)cc3)o2)c(C)nc1C	.	-0.1%	-1%	.	6%	.	?	0%	.	12%	0%
9	O=C(CN1CCOc2ccccc21)NCc1ccc(F)cc1	.	0.7%	-19%	.	-6%	.	-6%	-3%	.	15%	-2%
10	COc1ccccc1NS(=O)(=O)c1ccc(NC(=O)CCNC(=O)c2ccco2)cc1	i	-0.3%[57.5 µM]	8%	i	-3%	i	-5%	4%	i	2%	4%
11	O=C1COc2ccc(C(=O)COC(=O)c3ccc4ccccc4n3)cc2N1	?	-2.7%	7%	i	-1%	i	?	-3%	?	-3%	2%
12	CC1CCCCC1NC(=O)CN1CCC(O)(c2ccc(F)cc2)CC1 (stereo unspecified)	i	.	-7%	?	-1%	i	-3%	-1%	i	-5%	4%
13	CCOc1cc(C)c(Cl)cc1S(=O)(=O)N1CCCC1	i	-1.0%	-11%	i	-4%	i	6%	0%	i	1%	2%
14	CSc1c(CC(=O)NCCO)n(C)c2ccccc12	i	0.0%	-10%	i	-1%	i	0%	-5%	i	10%	2%
15	COC(=O)c1ccc2c(=O)n(Cc3ccc4c(c3)OCO4)c(SCC(=O)N3CCCC3)nc2c1	i	2.8%[0.369 µM]	-9%	i	-2%	?	10%	3%	1.6e-08M*	.	0%
16	Cc1n[nH]c(C)c1S(=O)(=O)N1CCCC(C(=O)N2CCN(c3ccc(Cl)cc3)CC2)C1 (stereo unspecified)	i	-1.1%	41%[activator]	i	-6%	i	-16%	0%	i	-2%	-2%
17	O=C(c1ccc(=O)oc1)N1CCN(C(c2ccccc2)c2ccccc2)CC1	?	.	.	i	.	8.6e-08M*	.	0%[20.6 µM]	9.6e-08M*	.	3%[25.5 µM]
18	Cc1ccc(S(=O)(=O)NCC2CCC(C(=O)NCc3ccco3)CC2)cc1 (stereo unspecified)	i	-0.2%	22%	i	-3%	i	?	6%	?	-14%	1%
19	O=S(=O)(NC1CCN(Cc2ccccc2)CC1)c1cccc2cccnc12	i	-2.1%	-24%	?	0%	i	?	0%	i	6%	0%
20	Cc1nn(C)c(C)c1S(=O)(=O)N1CCC(C(=O)NC(C)c2ccccc2)CC1 (stereo unspecified)	.	-0.1%	-9%	.	-1%	.	-3%	-4%	.	6%	2%
21	C[C@H](NC(=O)OC(C)(C)C)C(=O)NCC1CCC(C(=O)O)CC1 (stereo partly specified)	?	1.1%[57.5 µM]	-8%	i	-2%	i	-6%	2%	i	-1%	3%
22	CCC(C)NC(=O)c1c(N)n(/N=C/c2ccccn2)c2nc3ccccc3nc12 (stereo unspecified)	?	-0.1%[57.5 µM]	-19%	i	-4%	i	2.5µM*	0%	i	5%	2%
23	COc1cccc(C(=O)N2CCN(S(=O)(=O)Cc3ccccc3)CC2)c1	i	0.0%[57.5 µM]	-28%	i	-1%	i	-6%	-3%	i	0%	-6%
24	O=C(Cn1cnc2c(cnn2-c2ccccc2)c1=O)NCc1ccccc1	i	.	-4%	i	-2%	i	?	-2%	i	-4%	3%
25	O=C(Oc1ccc2c(c1)OCC2=O)c1ccccc1	i	0.0%	33%	i	?	i	-6%	0%	i	1%	-16%
26	Cc1occc1-c1nnc(SCC(=O)NCc2cccs2)n1CC1CCCO1 (stereo unspecified)	i	0.1%[57.5 µM]	-12%	?	-2%	i	0%	7%	i	-2%	2%
27	OC1(CN2CCOCC2)C2CN3CCN(C2)CC1(c1ccccc1)C3 (stereo unspecified)	.	-4.3%[0.0738 µM]	-4%	.	-11%[11 µM]	.	?	0%	.	-7%[9.17 µM]	1%
28	CCOc1cccc(NC(=O)C2CCCN(S(=O)(=O)c3ccc(-n4cnnn4)cc3)C2)c1 (stereo unspecified)	i	.	2%	i	-14%	i	5%	1%	i	-5%	1%
29	CCC(=O)Nc1ccc2nc(C3CC3)n(Cc3ccccc3)c(=O)c2c1	?	-3.1%	-25%	?	-5%	i	12%	0%	?	5%	-7%
30	CC(C)CNC(=O)CN(C1CCCCC1)S(C)(=O)=O	i	-0.8%	-4%	i	-2%	i	5%	2%	i	-4%	-12%
31	COc1cccc(-n2cc3c(=O)n(C)c(=O)n(C)c3c2)c1	?	-1.6%[57.5 µM]	-20%	i	-10%	?	0%	-2%	?	-3%	-11%
32	Cc1ccc(S(=O)(=O)N(C)c2ccc(C(=O)O)cc2)cc1	?	-0.9%[57.5 µM]	-6%	i	-4%	i	0%	0%	i	-5%	1%
33	Cc1cc(C(=O)Nc2cccc3ncccc23)no1	i	-1.1%	-4%	?	-2%	?	-20%	-1%	?	3%	-1%
34	CNC(=O)[C@@H]1O[C@@H](n2cnc3c(NCc4ccc(N)cc4)ncnc32)[C@@H](O)[C@H]1O	?	2.3%	-6%	i	-9%	i	2%	0%	i	3%	0%
35	COc1ccc(S(=O)(=O)NC(CC(=O)NCc2ccco2)c2ccco2)cc1 (stereo unspecified)	i	2.2%	23%	i	-1%	i	-10%	3%	i	0%	1%
36	Brc1cnn(-c2nc(N3CCOCC3)nc(N3CCOCC3)n2)c1	i	-0.9%	-8%	i	0%	i	3%	-1%	i	5%	0%
37	CC1(C)NC(=O)N(CC(O)CNC23CC4CC(CC(C4)C2)C3)C1=O (stereo unspecified)	i	0.0%	1%	i	-4%	i	-4%	0%	i	-6%	1%
38	C=CCOc1ccc(/C(O)=C2\C(=O)C(=O)N(CCOC)C2c2cccnc2)cc1 (stereo unspecified)	?	-1.1%[0.369 µM]	-14%	i	-2%	?	-5%	-2%	?	.	3%
39	COc1ccc(Cn2nnnc2C(c2ccc(F)cc2)N2CCN(C3CCCC3)CC2)cc1 (stereo unspecified)	?	-0.6%[57.5 µM]	9%	?	2%	i	-23%	2%	i	-5%	5%
